Screens as filed in PubChem.
hIAP act: increases human intestinal alkaline phosphatase activity. P09923. 330,000 compounds, 0.16% hits. purified human IAP, CDP-Star luminescence, 30 min; hits give high values; 1 = vehicle-only enzyme, 0 = enzyme-free background. activation factor at 10 µM;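 active = activation factor of the enzyme at least 2-fold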; also: the source names both 10 and 20 µM as test concentration; values of inactives mirror those of a sister screen read the other way
Target sequence (P09923 whole entry, looked up): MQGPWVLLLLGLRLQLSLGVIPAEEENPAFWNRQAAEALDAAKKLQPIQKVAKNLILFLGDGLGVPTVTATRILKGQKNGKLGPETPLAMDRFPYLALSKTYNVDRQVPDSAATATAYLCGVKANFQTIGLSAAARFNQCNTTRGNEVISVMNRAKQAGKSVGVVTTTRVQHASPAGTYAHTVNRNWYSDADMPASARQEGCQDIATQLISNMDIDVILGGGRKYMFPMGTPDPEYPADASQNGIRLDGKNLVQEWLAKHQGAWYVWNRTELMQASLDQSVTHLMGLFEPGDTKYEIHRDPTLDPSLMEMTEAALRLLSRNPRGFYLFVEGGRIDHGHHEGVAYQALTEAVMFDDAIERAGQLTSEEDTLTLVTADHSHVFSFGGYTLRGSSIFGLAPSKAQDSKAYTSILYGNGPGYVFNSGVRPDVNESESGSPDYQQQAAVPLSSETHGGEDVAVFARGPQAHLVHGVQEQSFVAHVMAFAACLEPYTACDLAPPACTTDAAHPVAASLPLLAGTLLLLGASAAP
mIAP block: mouse IAP inhibition | purified mouse IAP, CDP-Star luminescence, 30 min | inhibition, % at 10 µM | 330,000 compounds, 0.2% hits | AID 2806;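 active = inhibition of at least 40% at 10 µM in the primary screen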;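 also: plate controls were DMSO with enzyme for no effect and no enzyme wells for full effect; values of inactives mirror those of a sister screen read the other way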
hIAP block: human IAP inhibition; P09923; AID 2544; purified IAP, CDP-Star luminescence, 30 min; 330,000 compounds, 0.12% hits; inhibition, % at 10 µM;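 active = inhibition reaching a set limit with compound at 10 µM in the primary screen, cut at about 35% in these data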;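 also: plate controls were DMSO wells with enzyme for no effect and no-enzyme buffer wells for full effect; values of inactives mirror those of a sister screen read the other way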
MIN6 prolif: inducers of beta-cell replication in MIN6 cells | 330,000 compounds, 0.29% hits | MIN6 cells proliferation, ATPlite luminescence, 48 h; cells starved in 0.2% serum; 100% = growth in 10% serum | proliferation, % at 10 µM | AID 2380;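 active = compounds whose signal lies at least 3.5 SD above the mean of all wells on their plate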;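 also: 0% = DMSO-treated cells in low-serum medium and 100% = 10% serum control; some compounds called inactive have numbers as strong as hits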
mIAP activ: mouse IAP activation. muIAP, CDP-Star luminescence, 30 min; hits give high values; 1 = vehicle-only enzyme signal, 0 = enzyme-free wells. 330,000 compounds, 0.24% hits. activation factor at 10 µM;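 active = activation factor of at least 2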; also: the source names both 10 and 20 µM as test concentration; values of inactives mirror those of a sister screen read the other way
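System: mouse IAP enzyme. Reagent: CDP-Star chemiluminescent phosphatase substrate. Benchmarks: DMSO wells, no-enzyme wells. Times: 30 min enzyme-substrate-compound incubation at room temperature. Detection: luminescence from enzymatic CDP-Star hydrolysis. Doses: test compounds delivered from DMSO solution.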
GRIN3A LBD mod: NR3A (human) ligand-binding domain modulation; NR3A LBD differential scanning fluorimetry, Tm shift; 0% = protein alone, 100% = glycine-bound protein; Tm shift relative to glycine control, % at 25 µM; 340,000 compounds, 2.5% hits; AID 1259313;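 active = melting temperature shift of at least 10% of the positive control shift, at one fixed dose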
MPTP block: inhibitors of mitochondrial permeability transition pore; isolated mouse mitochondria, Ca2+ swelling absorbance, 30 min; inhibition, % at 10 µM; 360,000 compounds, 1.4% hits;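 active = inhibition of 50% or more, scaled per plate between neutral and stimulator controls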;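 also: 0% = DMSO wells given calcium and 100% = 1 mM EGTA wells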
A3A deaminase: human APOBEC3A DNA deaminase inhibition | inhibition, % at 20 µM | P31941 | AID 493011 | recombinant A3A, FAM/TAMRA ssDNA deamination fluorescence | 330,000 compounds, 0.41% hits;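 active = at least 40% inhibition at 20 µM here, with at most 30% in a related deaminase screen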;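 also: plate controls were A3A with DMSO for no effect and wells lacking A3A enzyme for full effect; some results filed as inactive read as strong as hits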
A3G deaminase: inhibitors of human APOBEC3G DNA deaminase. 330,000 compounds, 0.28% hits. Q9HC16. inhibition, % at 20 µM. recombinant A3G, ssDNA deamination FAM/TAMRA fluorescence;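 active = inhibition of at least 40% at 20 µM, with no more than 30% in the related APOBEC3A deaminase screen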;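 also: plate controls were DMSO wells with A3G for no effect and wells lacking A3G enzyme for full effect; some compounds called inactive have numbers as strong as hits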
Target sequence (Q9HC16 whole entry, looked up): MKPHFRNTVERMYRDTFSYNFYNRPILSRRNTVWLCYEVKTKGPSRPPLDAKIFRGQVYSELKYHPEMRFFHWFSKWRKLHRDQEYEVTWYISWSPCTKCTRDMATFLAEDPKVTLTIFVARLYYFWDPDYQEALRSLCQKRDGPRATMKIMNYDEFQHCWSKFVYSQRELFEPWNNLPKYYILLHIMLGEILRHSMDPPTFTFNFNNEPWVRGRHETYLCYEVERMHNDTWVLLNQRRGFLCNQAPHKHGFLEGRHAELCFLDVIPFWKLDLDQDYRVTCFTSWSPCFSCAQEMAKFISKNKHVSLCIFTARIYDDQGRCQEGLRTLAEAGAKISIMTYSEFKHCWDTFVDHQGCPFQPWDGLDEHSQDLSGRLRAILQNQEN
An asterisk follows results filed as active.

SMILES	hIAP act	mIAP block	hIAP block	MIN6 prolif	mIAP activ	GRIN3A LBD mod	MPTP block	A3A deaminase	A3G deaminase
C=CCNC(=O)/C(C#N)=C/c1ccccc1Cl	0.98	-3	2	0	1	0	-1.3	-4	-8
COc1ccc(NS(=O)(=O)c2ccc(-c3coc(C)n3)cc2)cc1	1.1	-5	-9	-2	1.1	3	0.9	-2	1
COC(=O)[C@@H](NC(=O)NCc1cccc(OC)c1)C(C)C	0.83	5	17	-4	0.95	-2	12	-3	-7
CC(NC(=O)c1ccccc1)c1ccc(Br)cc1 (stereo unspecified)	1	6	0	4	0.94	-5	1.9	6	0
CC(=O)N1CCN(Cc2nc3cc(NS(C)(=O)=O)ccc3n2C)CC1	0.95	7	5	0	0.93	1	2.3	-2	-4
COc1ccc(C(=O)N2CCc3cc(OC)c(OC)cc3C2c2cccc([N+](=O)[O-])c2)cc1OC (stereo unspecified)	0.98	18	2	1	0.82	0	3.0	-4	-8
CCOC(=O)N1N=C(CC)CC1(O)C(F)(F)F (stereo unspecified)	0.98	-5	2	2	1	-1	0.2	-3	-4
CCOC(=O)CCNCc1ccc(F)cc1	0.98	-13	2	-3	1.1	1	0.7	-4	-7
COc1ccc(C(=O)C2CCN(C(=S)NCCc3ccc(OC)c(OC)c3)CC2)cc1	1.2	-8	-18	-2	1.1	-4	3.3	-8	-12
CCC(C)OC(=O)C1=C(C)O[C@]23OC(N)=C(C#N)[C@]12C(=O)c1ccccc13 (stereo partly specified)	0.81	-1	19	1	1	3	-1.5	0	-2
Cn1c(SCC(=O)Nc2ccc3c(c2)OCO3)nnc1-c1cnccn1	0.92	0	8	-3	0.99	0	-1.0	2	-1
CC1CCN(S(=O)(=O)c2cn(C)c(=O)n(C)c2=O)CC1	0.97	3	3	1	0.97	0	0.4	-4	-2
CC(=O)OCCCn1c(C)[n+](C)c2cc(Cl)c(Cl)cc21	1.1	4	-7	-1	0.96	0	-2.5	87*	19
O=C(NC(=S)Nc1cc(Cl)ccc1N1CCOCC1)c1ccccc1[N+](=O)[O-]	1.1	8	-6	-6	0.92	-14	3.2	0	-9
CCOC(=O)CSc1nnc(COc2ccc3ccccc3c2)o1	1.2	0	-21	-3	1	0	-0.1	-5	-4
Cc1ccccc1NC(=S)NCC(c1cccnc1)N1CCOCC1 (stereo unspecified)	0.92	-5	8	-4	1	-3	0.2	-1	-7
O=C(CSc1nnc(COc2ccccc2F)n1-c1ccccc1)NCc1ccco1	1.1	2	-13	-1	0.98	-1	-3.0	-2	-3
COc1ccc(NC(=O)C2=CC(c3ccc(C)cc3)=NS(=O)(=O)N2C)cc1OC	0.95	6	5	1	0.94	-7	3.6	0	2
COc1ccc(NC(=O)CN2CCN(c3ccc(F)cc3)CC2)cc1Cl	0.93	4	7	0	0.96	-9	2.2	-3	-2
N=c1oc2ccccc2cc1-c1nc2ccccc2c(=O)[nH]1	0.78	13	22	-3	0.87	-4	-0.6	1	6
O=c1cc(-c2ccccc2)[nH]n2cnnc12	1	-12	-4	0	1.1	0	-0.5	11	5
COc1ccc(-c2cn3cccc(C)c3n2)cc1F	0.88	-1	12	-4	1	-2	2.1	-4	-5
CC(=O)c1nnn(-c2cccc([N+](=O)[O-])c2)c1C	0.98	7	2	-3	0.93	-3	-0.1	-6	-6
COc1cc(C(=O)Oc2ccccc2/C=N/NC(=O)c2ccc(C)cc2)cc(OC)c1OC	1.8	8	-84	-6	0.92	0	-10	2	3
Cc1cccc(C(C)C)c1NC(=O)COC(=O)COc1ccc2c(C)cc(=O)oc2c1	1.1	-3	-6	0	1	-1	3.7	0	-6

In a second layout: 4 of the compounds above.
structure,hIAP act,mIAP block,hIAP block,MIN6 prolif,mIAP activ,GRIN3A LBD mod,MPTP block,A3A deaminase,A3G deaminase
COc1ccc(NC(=O)C2=CC(c3ccc(C)cc3)=NS(=O)(=O)N2C)cc1OC,0.95,6,5,1,0.94,-7,3.6,0,2
COc1ccc(NC(=O)CN2CCN(c3ccc(F)cc3)CC2)cc1Cl,0.93,4,7,0,0.96,-9,2.2,-3,-2
N=c1oc2ccccc2cc1-c1nc2ccccc2c(=O)[nH]1,0.78,13,22,-3,0.87,-4,-0.6,1,6
O=c1cc(-c2ccccc2)[nH]n2cnnc12,1,-12,-4,0,1.1,0,-0.5,11,5

A3A deaminase: entries above that show a hit.
canonical_smiles,hIAP act,mIAP block,hIAP block,mIAP activ,GRIN3A LBD mod,MPTP block,A3A deaminase,A3G deaminase
CC(=O)OCCCn1c(C)[n+](C)c2cc(Cl)c(Cl)cc21,1.1,4,-7,0.96,0,-2.5,87*,19

(cont.)
SMILES	hIAP act	mIAP block	hIAP block	MIN6 prolif	mIAP activ	GRIN3A LBD mod	MPTP block	A3A deaminase	A3G deaminase
CC(=O)Nc1ccc(NC(=O)CCCN2C(=O)c3ccccc3C2=O)cc1	1.1	-10	-8	-2	1.1	0	-1.4	3	-2
COc1ccc(C(=O)Nc2ccc(S(=O)(=O)Nc3ncccn3)cc2)cc1OC	1.2	5	-23	-3	0.95	-1	-1.4	-3	-10
C=CCNc1cccc(Br)c1	0.93	-9	7	-2	1.1	0	-0.9	-2	0
CCN(CC)S(=O)(=O)c1ccc(OC)c(NC(=O)c2ccc([N+](=O)[O-])cc2)c1	1.1	2	-6	-3	0.98	5	-0.7	0	-4
O=C(O)c1ccccc1C(=O)Nc1ccccc1[N+](=O)[O-]	0.94	-16	6	-3	1.2	0	-0.6	-10	-7
CCOc1ccc(/C=N/NC(=O)C(=O)NCc2ccco2)cc1	1	12	-2	0	0.88	3	-0.8	1	-3
Cc1ccc(-c2cc3onc(-c4ccccc4)c3c(=O)n2C)cc1	1.1	2	-8	-7	0.98	0	0.4	-8	-12
CCc1ccc(C(O)(c2ccccc2OC)C(CN2CCOCC2)c2ccccc2)cc1 (stereo unspecified)	1.1	-8	-15	-6	1.1	1	-3.0	-3	-5
CCCCn1nc(C(=O)NC2CCCCCC2)c2ccccc2c1=O	0.92	3	8	2	0.97	0	-0.1	-3	-5
CCCCc1nccn1CCn1ccnc1CCCC	1	8	-2	-1	0.92	-3	-1.1	-2	-5
Cc1nc(SC2CC(=O)N(c3cc(Cl)cc(Cl)c3)C2=O)nc2c1CCCC2 (stereo unspecified)	0.8	15	20	-3	0.85	-12	1.8	-3	-4
NC1=NC[C@H](Cc2ccccc2)N1CCc1cc(C(F)(F)F)cc(C(F)(F)F)c1	0.95	-2	5	-8	1	1	0.6	-1	-6
Cc1cc(C)c(NC(=O)C2=CCN(S(=O)(=O)c3ccc(F)cc3)CC2)c(C)c1	1.1	-20	-9	-3	1.2	1	-1.2	-2	-6
COc1ccc(CC(=O)Nc2nc(C)cs2)cc1OC	0.97	5	2	-1	0.95	-6	10	3	3
CCOC(=O)c1ccc(Nc2sc(C(=O)c3cccc([N+](=O)[O-])c3)c(N)c2C#N)cc1	0.86	6	14	-1	0.94	-3	4.2	-1	-5
CCCCNC(=O)N1CCN(C(=O)C2CCCO2)CC1 (stereo unspecified)	0.88	0	12	-1	1	-1	1.3	-5	-4
CCOC(=O)c1c(NC(=O)Cn2nnc(-c3ccc(Cl)cc3)n2)sc(C)c1C	1	0	-2	-2	1	-1	-4.8	0	-1
COCCCn1c(C(=O)N2CCOCC2)cc2c(=O)n3cccc(C)c3nc21	1.2	6	-21	3	0.94	1	-1.3	-4	-4
Cn1c(C(=O)Nc2ccc3c(c2)OCCO3)cc2c(=O)n(C)c3ccccc3c21	0.81	-3	19	-3	1	-3	-0.3	-3	-7
CSCCC(NC(=O)c1ccco1)C(=O)O (stereo unspecified)	0.9	-11	10	-3	1.1	-2	-0.5	-1	-11
CC(C)N(C(=O)COC(=O)CNC(=O)c1ccc(Br)cc1)c1ccccc1	1	-2	-1	0	1	-1	-0.7	-5	-11
CC(=O)Cn1cnc2c(sc3nc(C)cc(C)c32)c1=O	1.1	14	-6	-1	0.86	-3	1.2	1	11
CCCC(=O)Nc1nnc(S(=O)(=O)N2CCCCCC2)s1	1	4	-3	3	0.96	-2	-0.3	-3	-7
COc1ccc(C2CC(=O)C(C=NCCCO)=C(O)C2)cc1 (stereo unspecified)	0.79	1	21	-2	0.99	-4	-0.3	-3	-3
CCS(=O)(=O)NCc1ccc2c(c1)cc(C)n2C	0.94	14	6	0	0.85	-2	-0.2	0	4

Random excerpt: two entries already listed
SMILES	hIAP act	mIAP block	hIAP block	MIN6 prolif	mIAP activ	GRIN3A LBD mod	MPTP block	A3A deaminase	A3G deaminase
CCCCc1nccn1CCn1ccnc1CCCC	1	8	-2	-1	0.92	-3	-1.1	-2	-5
CC(=O)Cn1cnc2c(sc3nc(C)cc(C)c32)c1=O	1.1	14	-6	-1	0.86	-3	1.2	1	11

(more compounds)
SMILES	hIAP act	mIAP block	hIAP block	MIN6 prolif	mIAP activ	GRIN3A LBD mod	MPTP block	A3A deaminase	A3G deaminase
O=C(C#Cc1ccccc1)Nc1ccccc1F	0.95	-5	5	-5	1.1	2	2.0	-4	-25
CCOC(=O)c1sc2ncn(C(CC)C(=O)OCC)c(=O)c2c1C (stereo unspecified)	0.89	-3	11	-2	1	0	4.3	0	-4
Fc1ccc(NC(=S)Nc2ccccc2N2CCOCC2)cc1Cl	1.1	-2	-8	-4	1	-3	100*	-11	-5
COCCCn1c(SCC(=O)NCc2ccco2)nc2sc3c(c2c1=O)CCC3	0.94	-4	6	2	1	0	0.5	1	-4
CCOc1nc(C)ccc1-c1noc(-c2ccccn2)n1	0.94	9	6	0	0.91	-1	-1.9	-1	-1
CCCCNC(=S)N/N=C/c1ccc(C)s1	1.1	7	-5	-3	0.93	-1	-0.7	-1	-1

Compound profiles, as listed above. Order of screens: hIAP act | mIAP block | hIAP block | MIN6 prolif | mIAP activ | GRIN3A LBD mod | MPTP block | A3A deaminase | A3G deaminase
CCOC(=O)N1N=C(CC)CC1(O)C(F)(F)F (stereo unspecified) is listed as 0.98 | -5 | 2 | 2 | 1 | -1 | 0.2 | -3 | -4
COc1ccc(CC(=O)Nc2nc(C)cs2)cc1OC is listed as 0.97 | 5 | 2 | -1 | 0.95 | -6 | 10 | 3 | 3
